Screens deposited in PubChem BioAssay by National Center for Advancing Translational Sciences (NCATS).
D1 antagonist = human D1 dopamine receptor antagonism; P21728; HEK293 TREx D1 cells, calcium flux, dopamine EC80; active compounds read low; activity change, negative = inhibition, % at 10 µM; 360,000 tested, 3.2% active; AID 504652; in the data active = activity change below about -30%; also: % is scaled to controls: 0 for no effect and ±100 for the full control effect
Target sequence (P21728 whole entry, looked up): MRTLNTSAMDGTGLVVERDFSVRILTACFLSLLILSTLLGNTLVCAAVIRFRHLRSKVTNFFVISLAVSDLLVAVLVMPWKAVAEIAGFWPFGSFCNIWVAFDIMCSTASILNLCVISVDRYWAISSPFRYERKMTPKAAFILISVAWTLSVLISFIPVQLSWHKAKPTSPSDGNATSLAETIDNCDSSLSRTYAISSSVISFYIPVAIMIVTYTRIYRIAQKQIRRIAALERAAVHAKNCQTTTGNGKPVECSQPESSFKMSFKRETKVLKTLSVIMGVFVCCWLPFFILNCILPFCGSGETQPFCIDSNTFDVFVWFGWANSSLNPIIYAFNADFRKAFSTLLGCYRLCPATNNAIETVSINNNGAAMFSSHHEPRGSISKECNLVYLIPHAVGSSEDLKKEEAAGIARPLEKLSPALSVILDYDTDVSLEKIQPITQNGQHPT
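Tetracycline-induced HEK293 Trex D1 cells, force-coupled to calcium, dye-loaded; compounds added and read 180 s, then EC80 dopamine added and calcium flux tracked kinetically another 180 s.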
TRHR PAM = allosterically enhances the human TRH receptor. P34981. TRHR cells, fluo-8 calcium fluorescence, EC20 TRH enhancement. enhancement, % at 2 µM. 360,000 tested, 0.66% active. AID 493056; in the data active = enhancement above about 30%; also: 0% is about no effect
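Enhancer read-out: after compound pinning and an initial kinetic agonist-mode read, an EC20 of TRH (10 nM final) was injected and fluo-8 calcium signal (Ex 480/Em 530) followed at 1 s/cycle for 100 cycles in TRHR-expressing cells.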
D2 antag = antagonists of human D2 dopamine receptor; HEK293 TREx D2 cells, calcium flux, dopamine EC80; 340,000 tested, 2% active; P14416; inhibition, % at 10 µM; in the data active = inhibition above about 30%; also: 0% is about no effect
Target sequence (P14416 whole entry, looked up): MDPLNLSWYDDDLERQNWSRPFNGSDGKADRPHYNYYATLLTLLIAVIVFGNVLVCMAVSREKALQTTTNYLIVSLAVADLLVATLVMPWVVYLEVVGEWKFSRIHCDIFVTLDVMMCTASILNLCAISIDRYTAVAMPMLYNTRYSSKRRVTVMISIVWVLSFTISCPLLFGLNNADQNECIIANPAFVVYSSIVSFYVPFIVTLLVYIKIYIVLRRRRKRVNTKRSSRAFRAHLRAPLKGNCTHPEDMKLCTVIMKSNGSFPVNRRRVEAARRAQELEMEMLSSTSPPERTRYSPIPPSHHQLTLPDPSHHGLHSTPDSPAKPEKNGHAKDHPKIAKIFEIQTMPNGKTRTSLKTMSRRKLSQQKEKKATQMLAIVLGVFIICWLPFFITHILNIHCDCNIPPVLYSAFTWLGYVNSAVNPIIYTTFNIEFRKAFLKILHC
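Cells plated overnight at 30 C with tetracycline; no-wash calcium dye, 30–90 min RT; 10 s baseline; compound pinned; 180 s read; EC80 dopamine added; another 180 s read.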
D1 agonist = human D1 receptor agonism; HEK293 T-REx D1 cells, calcium flux, agonist mode; activation, % at 2 µM; 360,000 tested, 1% active; AID 504660; in the data active = activation above about 30%; also: 0% is about no effect
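Agonism was scored from calcium flux recorded over 180 s (1 read/s) after pintool compound addition, following a 10-cycle baseline. Cells were inducible force-coupled HEK293 TREx D1, plated overnight at 30 C and loaded with no-wash calcium dye.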
D1 PAM = human D1 dopamine receptor positive modulation | P21728 | HEK293 TREx D1 cells, calcium flux, dopamine EC20 potentiation | potentiation, % at 10 µM | 360,000 tested, 0.036% active | AID 504651; in the data active = potentiation above about 30%; also: 0% is about no effect
RXFP1 antag = blocks the human relaxin receptor RXFP1 | HEK293-RXFP1, relaxin-stimulated cAMP HTRF, 30 min; active compounds read low | activity change, negative = inhibition, % at 57.5 µM | 350,000 tested, 0.59% active;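 active = activity change of -60% or lower, but not beyond a set lower limit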; also: % is scaled to controls: 0 for no effect and ±100 for the full control effect
D2 potentiator = positive allosteric modulators of human D2 dopamine receptor; P14416; HEK293 T-REx D2, calcium flux, EC20 dopamine potentiation; 340,000 tested, 0.34% active; AID 485347; potentiation, % at 10 µM;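 active = potentiation over 3 SD above the plate norm, cut at about 30% in these data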; also: 0% is about no effect
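Using a no-wash calcium dye in inducible, force-coupled HEK293 Trex cells expressing D2, we tracked fluorescence each second for 180 s after compound, then for 180 s after EC20 dopamine to detect augmented signalling.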
RXFP1 ag = agonists of human relaxin receptor RXFP1 | HEK293T-RXFP1 cAMP TR-FRET, 30 min; response scale: percent of porcine relaxin response, buffer zero | Potency, µM (series often up to 57.5 µM), without a hit: at the highest dose activation, most hits filed as activators | 370,000 tested, 0.3% active | AID 2676; active = well fitted activation curve with a large enough effect; also: potency is read from the fitted curve at half-maximal effect; % is scaled to controls: 0 for no effect and ±100 for the full control effect; nearly all actives have a fitted effect of over 60% in size; many of its hits are not listed in these tables
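cAMP rise read by TR-FRET after 30 min, 37C compound exposure (up to 58 uM) in RXFP1-transfected HEK293 cells with Ro 20174 present. EC50 from Hill-equation fits, with 29 nM porcine relaxin as 100% and buffer as basal.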
D2 agonist = D2 dopamine receptor (human) agonism; P14416; HEK293 T-REx D2 cells, calcium flux agonist mode; activation, % at 2 µM; 340,000 tested, 0.53% active; AID 485358;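 active = activation over 3 SD above normal in the single-dose calcium agonist read, cut at about 30% in these data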; also: 0% is about no effect
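Tetracycline-induced HEK293 Trex cells with D2 receptor force-coupled to calcium signaling, plated overnight at 30 C and loaded with no-wash calcium dye. Calcium flux read kinetically for 180 s after compound addition; responses flag agonists.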
* = called active by the depositor; nt = no result given; & = joins results of further samples.

item	smiles	D1 antagonist	D2 agonist	D1 PAM	TRHR PAM	RXFP1 ag	D2 potentiator	D2 antag	D1 agonist	RXFP1 antag
1	COc1ccccc1OCCNC(=O)CNC(=O)c1ccc2c(c1)OCO2	6	0.2	-8	7	-0.5%	8	9	1	5
2	O=C(c1ccc(N2CCOCC2)cc1)c1cccs1	0	nt	-8	-6	0.1%	nt	nt	2	2
3	O=C(O)c1ccc(CNC(=O)c2ccc3c(c2)C(=O)N(Cc2cccnc2)C3=O)cc1	12	0.1	6	6	21%	7	3	6	1
4	Cc1ccc(C(=O)N2Cc3ccccc3CC2C(=O)O)cc1 (configuration not stated)	-10	0.6	-2	-1	-0.3%	4	15	3	-13
5	O=C(CCc1ccc(S(=O)(=O)NCc2ccccc2)cc1)NCc1cccnc1	1	-0.5	4	-1	-0.3%	2	-1	0	nt
6	Cc1cc2nc(-c3ccc(SCc4ccccn4)nc3)[nH]c2cc1C	-9	0.7	-1	12	2.0%	1	4	1	-29
7	Cc1cc(C(=O)CSc2nn3c(=O)c(C(C)(C)C)nnc3s2)c(C)n1-c1ccc(F)cc1	-1	-0.3	-5	0	22%	7	-14	1	-4
8	CCC(C)(c1nnnn1-c1c(C)cccc1C)N(N=O)c1ccccc1Cl (configuration not stated)	4	0.5	-4	3	1.5%	-8	-4	3	5
9	CCOc1ccccc1NC(=O)NCc1ccc2c(c1)CCN2C(=O)c1ccccc1	-20	0.2	-4	11	-1.8%	16	nt	4	-10
10	Cc1c(C)n(C)c2ccc([N+](=O)[O-])cc12	-5	0.2	0	3	4.7%	-3	9	-1	-7
11	O=C1CCCC2=C1C(c1ccncc1)n1c(nc3ccccc31)N2 (configuration not stated)	-4	1.4	-1	-8	6.7%	15	16	1	-2
12	Cc1cc(-c2nnnn2-c2ccc(F)cc2)no1	-5	0.4	-4	10	-2.7%	5	-1	2	19
13	CN1C(=O)C2(OCC(CO)([N+](=O)[O-])CO2)c2ccccc21 (configuration not stated)	-6	0.9	-4	2	6.6%	9	-4	1	0
14	CCCn1c(=N)n(CC(=O)c2ccc([N+](=O)[O-])cc2)c2ccccc21	-17	nt	-11	-4	3.9%	nt	nt	2	-25
15	O=C(OCc1nnc(-c2ccccc2)o1)c1cn(-c2ccccc2)nc1-c1ccccc1	1	1.0	-5	0	0.1%	6	1	4	-9
16	O=C(COC(=O)c1cc(S(=O)(=O)N2CCOCC2)ccc1O)Nc1cc(S(=O)(=O)N2CCCC2)ccc1Cl	15	-0.4	-1	-2	5.7%	-2	-3	3	-12
17	O=C(NCC(=O)N1CCN(c2ccccc2F)CC1)c1ccco1	1	0.9	-5	-3	0.7%	0	-2	2	-25
18	COc1ccc(-c2nn(C)c3sc(C(=O)N4CCN(c5cc(Cl)ccc5C)CC4)cc23)cc1OC	3	0.2	2	0	4.7%	-2	nt	0	-11
19	O=C(CSc1nnc(-c2ccc(Br)o2)n1Cc1ccccc1)c1ccccc1F	9	0.2	-1	-5	-0.1%	71*	4	8	-18
20	CCOc1ccc(S(=O)(=O)N2CCOCC2)cc1NC(=O)c1ccccc1F	6	-1.2	-4	-5	0.7%	4	7	3	6
21	CCc1ccc(C(=O)c2cnc3ccc(OC)cc3c2N2CCN(CC)CC2)cc1	-1	-0.1	6	6	6.8%	1	-19	0	-19
22	COc1ccccc1CN1C(=O)CN(C2CCCCCC2)C(=O)C1c1ccc(C)cc1 (configuration not stated)	-23	nt	-1	-5	1.9%	6	nt	-1	8
23	C[N+]1(CC(=O)OCCCc2ccccc2)CCOCC1	1	0.4	-1	4	1.7%	12	13	3	-2
24	CCN(CC)c1ccc(/C=N/NS(=O)(=O)c2ccc(CNC(C)=O)cc2)cc1	-1	1.7	6	8	-2.4%	14	-8	1	-10
25	O=C1CC(N2CCOCC2)C(=O)N1CCN1C(=O)CC(N2CCOCC2)C1=O (configuration not stated)	-15	-1.4	0	-3	0.6%	-4	13	1	-13
26	C(=N\Nc1ncnc2nc[nH]c12)/c1cccs1	7	1.4	7	-4	7.3%	-2	-22	8	1
27	O=C(Cn1nnc(N2CCCCC2)n1)c1ccc(Cl)c(Cl)c1	2	-0.2	-2	-2	5.0%	-4	1	7	-10
28	C#CC1(O)CC(C)NCC1(C)CCC#N (configuration not stated)	-7	0.9	1	-3	-0.3%	4	5	-1	4
29	CC(=O)NCCCC(=O)NNC1CC(=O)N(c2cccc(Cl)c2)C1=O (configuration not stated)	-3	0.4	0	-5	-0.2%	0	37*	4	-16
30	Cc1ccc(Nc2nc3ccccc3n3cnnc23)cc1C	3	-0.3	5	6	0.4%	1	17	0	1
31	COC(=O)c1cc(OC)c(OC)cc1NC(=O)CCc1ccc(C)o1	4	-1.8	-3	-5	0.5%	-2	-6	6	-7
32	O=C(CCc1ccc(S(=O)(=O)N2CCOCC2)cc1)N1CCCC1	-2	nt	0	-3	-1.0%	nt	nt	2	-7
33	CCn1c(SCC(=O)Nc2ccc(N3CCOCC3)cc2)nnc1-c1ccc(OC)cc1	-8	-0.1	-3	6	-2.3%	10	8	2	-12
34	Cc1ccc2c(CC(=O)N(C)c3c(N)n(Cc4ccccc4)c(=O)[nH]c3=O)coc2c1	9	-0.5	0	5	-0.5%	-1	4	1	7
35	CCOc1cc(NC(=O)c2cccs2)c(OCC)cc1NC(=O)c1ccco1	18	-0.2	-3	2	3.9%	-2	9	2	-25
36	Cc1ccc(OCC(=O)NCCO)c(Br)c1	-7	-0.7	-4	4	0.6%	2	-29	2	-7
37	CCCCCN(C(=O)CCC(=O)OCC(=O)N(CC)c1ccccc1)c1c(N)n(CCCC)c(=O)[nH]c1=O	2	0.2	1	-10	2.5%	-7	-16	3	-3
38	Cc1ccc(S(=O)(=O)N2CCC(C(=O)Nc3ccc(C(C)C)cc3)CC2)cc1	6	nt	-6	0	-1.3%	nt	nt	3	0
39	Cc1ccc(Nc2c(-c3ccc(Br)o3)nc3ccccn23)cc1	-5	-0.3	-4	9	-6.3%	21	nt	8	-18
40	CC1(C)CC(=O)c2cc(NC(=O)c3ccc(F)cc3)c(=O)oc2C1	16	1.0	3	-2	0.0%	2	-22	3	9
41	O=c1[nH]c2ccc(S(=O)(=O)N3CCCC3)cc2[nH]1	-15	3.0	nt	-3	-0.1%	6	2	4	1
42	O=c1c(Cl)cc(Cl)nn1-c1ccccc1	-14	0.5	0	-3	2.1%	7	12	1	6
43	CC(C)(C)OC(=O)N1CCC(c2c(C(=O)NC3CCCCC3)cnn2-c2ccc(F)cc2F)CC1	16	-0.9	3	1	-1.9%	3	nt	3	-17
44	CNC(=S)N1C2CCC1CC(NC(=O)NC13CC4CC(CC(C4)C1)C3)C2 (configuration not stated)	-7	5.6	1	1	-0.6%	1	2	0	-19
45	CCOC(=O)CSc1nnc(CCc2nc3ccccc3[nH]2)n1C	1	-0.8	0	0	0.6%	-5	-7	1	-5

Reformatted with values under each structure: seven of the compounds above
Values run as follows: D1 antagonist, D2 agonist, D1 PAM, TRHR PAM, RXFP1 ag, D2 potentiator, D2 antag, D1 agonist, RXFP1 antag
(28) C#CC1(O)CC(C)NCC1(C)CCC#N (configuration not stated)
→ -7, 0.9, 1, -3, -0.3%, 4, 5, -1, 4
(8) CCC(C)(c1nnnn1-c1c(C)cccc1C)N(N=O)c1ccccc1Cl (configuration not stated)
→ 4, 0.5, -4, 3, 1.5%, -8, -4, 3, 5
(19) O=C(CSc1nnc(-c2ccc(Br)o2)n1Cc1ccccc1)c1ccccc1F
→ 9, 0.2, -1, -5, -0.1%, 71*, 4, 8, -18
(10) Cc1c(C)n(C)c2ccc([N+](=O)[O-])cc12
→ -5, 0.2, 0, 3, 4.7%, -3, 9, -1, -7
(21) CCc1ccc(C(=O)c2cnc3ccc(OC)cc3c2N2CCN(CC)CC2)cc1
→ -1, -0.1, 6, 6, 6.8%, 1, -19, 0, -19
(27) O=C(Cn1nnc(N2CCCCC2)n1)c1ccc(Cl)c(Cl)c1
→ 2, -0.2, -2, -2, 5.0%, -4, 1, 7, -10
(17) O=C(NCC(=O)N1CCN(c2ccccc2F)CC1)c1ccco1
→ 1, 0.9, -5, -3, 0.7%, 0, -2, 2, -25

(continued)
item	smiles	D1 antagonist	D2 agonist	D1 PAM	TRHR PAM	RXFP1 ag	D2 potentiator	D2 antag	D1 agonist	RXFP1 antag
46	O=C(CCN1C(=O)c2ccccc2S1(=O)=O)Nc1ccc(Cl)cc1	-52*	-1.0	-2	-3	0.0%	2	-2	5	-12
47	Cc1ccc(CNC(=O)C2CCCN(c3ncnc4onc(-c5ccc(F)cc5)c34)C2)cc1 (configuration not stated)	8	-0.1	-2	-8	1.7%	1	nt	2	-24
48	CC(=O)Nc1ccccc1-c1nc2ccccc2n(CC(=O)Nc2cccc(C(F)(F)F)c2)c1=O	5	6.1	0	2	-2.6%	-5	nt	4	-19
49	CC(C)(C)NC(=O)CCc1ncc(C(F)(F)F)cc1Cl	-11	-0.2	-4	5	-0.7%	2	-14	4	-11
50	CCN(C1CCS(=O)(=O)C1)S(=O)(=O)c1cc(C)ccc1C (configuration not stated)	-3	0.2	7	1	0.1%	-3	7	2	13
51	CCOC(=O)C1CCCN(S(=O)(=O)c2cc(Br)cc3c2N(C(=O)CC)CC3)C1 (configuration not stated)	-10&-2	0.1&0.0	-6&-1	26&8	0.5%&2.1%	-3&9	22	-1&1	22
52	Cc1ccc(Oc2ncnc(N)c2[N+](=O)[O-])cc1C	13	-0.3	-6	-2	0.6%	-10	4	1	-7
53	Cc1ccc2c(CNCC(C)c3ccccc3)c(C(=O)O)n(Cc3ccccc3C)c2c1 (configuration not stated)	5	nt	1	10	-0.5%	5	nt	0	1
54	C=CCNc1nc(-c2ccc(OC)cc2OC)cs1	27	-1.1	-3	12	2.7%	-9	-12	3	-13

These rows are one share of the data; count on the stated rates, not on these rows.
